Bioassay records (PubChem)
Dynein cargo inh = dynein cargo transport inhibition; AID 1381; 220,000 compounds, 0.47% hits; z-score, hits read low; 3617.4 mouse cells, GR-EGFP nuclear translocation imaging; test concentration mostly 20 µM; stimulated with dexamethasone, 1 µM; hits give low values;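 active means plate z-score of nuclear minus cytoplasmic receptor signal below a set negative limit, without overly bright fluorescence or cell loss, cut at about -3.5 in these data, passing the limit was not always enough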;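 further: z-score of nuclear minus cytoplasmic ring GR-EGFP intensity difference per well; some compounds called inactive have numbers as strong as hits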
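Buffer or medium: tet-free, stripped-serum medium; reagent: dexamethasone at 1.0 µM final, 30 min; incubation: 48 h induction, 1 h compound, 30 min dex at 37 °C; measured by: formaldehyde fixation, Hoechst nuclear stain, 10x automated fluorescence imaging; read-out: nuclear-to-cytoplasmic GR-EGFP distribution per well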
T cell modulator = T cell immune modulation candidate; 2C CD8+ T cell-vesicle binding, flow cytometry; hits give low values; calls only at 7 µM; 330,000 compounds, 0.068% hits; AID 2052;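 active means response, share of CD8 T cells binding vesicles, and their 90th percentile fluorescence all below set limits, cut at about 80% in these data, passing the limit was not always enough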
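Incubation: binding step 1.5 h, 37 °C, antibody labelling 20 min, ice; system: murine 2C transgenic CD8+ T lymphocytes; technique: cytometric PE anti-B7-1 and Alexa647 anti-CD8 signals after 1% paraformaldehyde fixation; also added: QL9-charged Drosophila Ld/ICAM-1/B7-1 vesicles; control set: naked versus QL9-loaded vesicles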
PhoP inhibition = PhoP-dependent GFP reporter repression – Salmonella Typhimurium, primary screen (AID 1863); S. Typhimurium PhoP-regulated promoter GFP reporter, 4 h; higher % means a stronger effect; inhibition, % at 50 µM, or IC50 in µM where a hit was titrated; 300,000 compounds, 0.16% hits;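 active means inhibition over 29.93%, a cutoff 3 SD above the screen mean, later confirmed by dose response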;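 further: 0% = low Mg2+ inducing control and 100% = high Mg2+ repressing control; strong numbers were not always called active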
Ins promoter up = MIN6 insulin promoter up-regulation | MIN6 insulin promoter-GFP reporter, high-content imaging; hits give high values | AID 1625 | 190,000 compounds, 0.3% hits | z-score at 5 µM;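 active means z-score above 3 at 5 µM with at least 500 cells counted in the well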
Lipid droplet = hepatic lipid droplet formation modulation. inhibition, % at 6.5 µM. AML12 mouse hepatocytes, oleate lipid droplets, BODIPY imaging. AID 1656. 240,000 compounds, 0.4% hits;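 active means lipid droplet intensity inhibited by at least 50%, with more than 500 cells counted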
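Technique: fluorescence imaging, 20x objective, two fields per well / Assay system: AML12 hepatocytes (mouse) / Measure: % inhibition of lipid droplet signal / Doses: 6.5 µM single-point dosing / Incubation: overnight exposure / Reagent: 100 µM oleic acid challenge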
bCat nuc transl = alters nuclear translocation of beta-catenin in HeLa cells | immunofluorescence imaging | nuclear translocation activity, % at 5 µM | 190,000 compounds, 0.3% hits;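 active means nuclear translocation activity above 50% at 5 µM, with a well cell count of 50 or more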;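 further: per-cell ratio of nuclear to cytoplasmic median beta-catenin stain intensity; plate controls were DMSO negative control for no effect and GSK-3 inhibitor IX positive control for full effect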
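test system = HeLa cells, endogenous beta-catenin | dosing = single 5 µM dose plus 0.02–20 µM confirmation series | times = compound treatment 24 h, 37°C, 5% CO2 | technique = beta-catenin immunofluorescence imaging with DAPI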
Autophagy mod = modulators of autophagy; MEF GFP-LC3 puncta imaging; test concentration mostly 10 µM; calls only at 10 µM (by protocol); 190,000 compounds, 0.98% hits;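 active means percentage of spot-positive cells more than 3 SD above its plate mean, without a fluorescence outlier flag or 80% toxicity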;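 further: spot-positive cell cutoff set from DMSO-treated cells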
CSM14.1 death rescue = rescue of cells from ER stress-induced death, primary screen, 384-well, CSM14.1, thapsigargin, ATP luminescence (AID 1222) | cellular ATP content (survival), % at 20 µM; hits with a dose series show EC50 in µM | 190,000 tested, under 10 active | CSM14.1 thapsigargin-induced death rescue, ATP luminescence; higher % means a stronger effect;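 active means EC50 below 50 µM in the dose-response confirmation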;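 further: death triggered by thapsigargin at about 15 µM added after 2 h compound pretreatment; cell ATP read after overnight thapsigargin exposure of roughly 18 to 22 hours; normalized against plate controls of thapsigargin alone and 5% DMSO vehicle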
MT stabilize HCS = stabilizes microtubules in HeLa cells; HeLa tubulin immunostaining HCS, 24 h; share of cells brighter than vehicle mean+2SD; % tubulin-high responders, % at 10 µM; 200,000 compounds, 0.83% hits; AID 2205;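 active means plate Z-score above 3 for both tubulin-high and condensed-nucleus cell shares, with cell loss under 80%, at 10 µM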;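 further: anti alpha tubulin signal scored within the nucleus-defined area of each cell; some results filed as inactive read as strong as hits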
Dynein cargo inh cytoplasmic EGFP = second read-out of Dynein cargo inh, no call of its own (marks repeat the call); z-score; measured here: cytoplasmic GR-EGFP intensity; hits give high values
Dynein cargo inh nuclear GR-EGFP = second read-out of Dynein cargo inh, no call of its own (marks repeat the call); z-score; measured here: nuclear GR-EGFP intensity;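 lower value marks the stronger effect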
Dynein cargo inh cell count = further read-out of Dynein cargo inh, marked with its call; z-score; measured here: cell count per field
Ins promoter up cell count = recorded beside Ins promoter up, whose call it bears; cell count; measured here: cytotoxicity, nuclei count;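 total cells summed across four imaged fields per well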
Lipid droplet cells 6.5 µM = second read-out of Lipid droplet, no call of its own (marks repeat the call); cell count; measured here: cell count, cytotoxicity flag;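 cells counted across two imaged fields per well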
bCat nuc transl cell count 5 µM = further read-out of bCat nuc transl, marked with its call; cell count; measured here: cell count, cytotoxicity flag
T cell modulator vesicle-bound % = recorded beside T cell modulator, whose call it bears; double positive events, %; measured here: CD8+ vesicle-bound cell fraction;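 binding gate set so that unloaded-vesicle control wells show 10% double positive cells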
MT stabilize HCS Hoechst-high % = further read-out of MT stabilize HCS, marked with its call; % Hoechst-high responders; measured here: nuclear condensation Hoechst responders;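 share of cells brighter than vehicle mean plus two SD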
MT stabilize HCS cytotoxicity % = recorded beside MT stabilize HCS, whose call it bears; toxicity, %; measured here: cytotoxicity by cell density;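 0% = mean cell density of plate MIN control wells and 100% = no cells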
Autophagy mod cell loss 18 h = second read-out of Autophagy mod, no call of its own (marks repeat the call); toxicity, %; measured here: cell loss, nuclei count;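 cell loss after 18 h compound exposure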
The depositor's hits bear a star; i = inactive; / = no result given.

Below each SMILES – Dynein cargo inh, Dynein cargo inh cytoplasmic EGFP, Dynein cargo inh nuclear GR-EGFP, Dynein cargo inh cell count, T cell modulator, T cell modulator vesicle-bound %, PhoP inhibition, Ins promoter up, Ins promoter up cell count, Lipid droplet, Lipid droplet cells 6.5 µM, bCat nuc transl, bCat nuc transl cell count 5 µM, Autophagy mod, Autophagy mod cell loss 18 h, CSM14.1 death rescue, MT stabilize HCS, MT stabilize HCS Hoechst-high %, MT stabilize HCS cytotoxicity %
> CCOC(=O)c1nnn(CC(=O)N2N=C(c3ccc(Cl)cc3)CC2c2ccc(OC)cc2)c1C(=O)OCC (stereo unspecified)
  0.626, -0.274, -0.304, 0.732, i, 27.6, 10.1%, /, /, 1.3, 758, 7.6, 435, i, 6.8, 6.7%, 3.0, 1.3, 3.9
> Cc1cc(-c2nc3cccnc3s2)ccc1NS(=O)(=O)c1ccc2c(c1)OCCO2
  -0.137, -0.286, 0.027, 0.464, i, 14.1, 4.8%, /, /, -13.8, 586, -1.6, 1130, i, 4.4, -0.8%, 6.0, 2.4, 3.9
> Oc1cccc(-c2nc3ccccc3s2)c1
  0.47, -0.149, 1.05, -2.43, i, 20.6, 11.7%, 0.22, 1247, 4.1, 757, -0.9, 930, i, -3.3, -3.4%, 2.8, 1.6, 1.3
> Cc1nn(-c2ccccc2)c2sc(C(=O)O)cc12
  0.431, 0.0036, 0.503, 0.488, i, 41.0, -5.4%, 1.5, 1296, 1.1, 733, /, /, i, -6.7, -3.2%, 2.4, 1.3, 1.4
> COc1ccc(NC(=O)CNC(=O)c2cccs2)cc1Cl
  0.567, -0.277, 0.577, -0.118, i, 20.8, 3.2%, -0.09, 1424, 2.2, 719, 0.5, 1562, i, 20.8, -0.4%, 2.6, 2.1, 13.0
> O=C1c2ccccc2S(=O)(=O)N1CCOc1ccccc1
  0.0943, -0.217, 0.216, -0.00976, i, 25.5, -3.2%, 1, 1214, /, /, -5.1, 1002, i, 1.1, -2.4%, 1.5, 0.9, 2.8
> O=C1c2ccccc2NC(c2ccccc2Br)N1CCCN1CCOCC1 (stereo unspecified)
  0.918, -0.14, 0.336, -0.838, i, 17.0, -5.5%, -0.01, 1406, -15.0, 583, 4.7, 970, i, 6.9, 0.3%, 2.5, 3.1, 8.6
> Cc1ccc(O)c(-c2cc(-c3cccc(F)c3)n[nH]2)c1
  0.087, 0.49, 0.179, 0.192, i, 16.6, 30.3%, 0.14, 825, 3.6, 768, -1.3, 1105, i, -1.0, -4.1%, 1.8, 1.3, 7.0
> O=C(Cc1c(F)cccc1Cl)NCCCn1ccnc1
  -0.0831, -0.197, 0.484, 0.00156, i, 59.2, 3.2%, -0.43, 1509, /, /, 0.5, 1423, i, -33.4, 1.5%, 1.8, 1.4, 8.4
> CCCCN1C(=O)C(NC(C)=O)c2cc(Br)ccc21 (stereo unspecified)
  1.93, -0.206, 1.32, -0.529, i, 58.4, 5.2%, 0.41, 1242, -9.6, 777, -7.7, 1259, i, 20.4, 0.6%, 4.8, 2.1, 18.2
> CCc1ccc(NC(=O)CCNS(=O)(=O)c2cccc3nonc23)cc1
  -1.12, -0.167, -0.261, -0.117, i, 17.2, 14.3%, 0.45, 1263, 4.5, 790, -0.3, 872, i, 2.9, -0.6%, 3.2, 2.5, 3.6
> COc1cc(CC2COC(c3ccc(O)c(OC)c3)C2COC(C)=O)ccc1O (stereo unspecified)
  -0.135, -0.655, 0.374, 0.0838, i, 46.0, -2.6%, 0, 1105, 2.5, 703, 2.5, 1095, /, /, /, /, /, /
> Cc1oc2c(c1C(=O)NCc1ccccc1)CCCC2
  -1.29, -0.249, -0.691, 0.841, i, 6.7, 1.9%, -0.25, 1866, 4.2, 636, -2.5, 1149, i, -2.8, -0.7%, 4.2, 2.6, 3.8
> Cc1cccc(N/C(N)=N/c2nc3c(c(=O)[nH]2)CCCC3)c1
  0.689, -0.0608, 1.23, -0.76, i, 51.8, 4.6%, 0.66, 1250, 15.6, 659, /, /, i, -6.5, -1.4%, 3.9, 1.5, 4.8
> COc1ccc(C(=O)Nc2nc3c(s2)CCCC3)cc1S(=O)(=O)N1CCCc2ccccc21
  -0.216, -0.299, -0.313, 0.122, i, 26.9, -0.2%, -0.25, 1191, 2.5, 598, -3.7, 548, i, -4.4, -2.6%, 3.6, 4.0, 3.2
> CC(=O)c1ccc(NC(=O)N[C@@H](CC(C)C)C(=O)O)cc1
  -0.497, -0.0658, 0.0164, 0.625, i, 20.8, -17.5%, -0.06, 1540, /, /, 0.6, 1394, i, 13.0, -0.2%, 3.6, 3.3, 5.4
> Cc1nnc(C)n1/N=C/c1cccnc1
  -0.358, -0.0499, 0.128, 0.458, i, 27.0, -11.2%, -0.98, 798, 5.3, 794, -1.1, 1119, i, 2.5, 0.6%, 2.2, 1.2, 9.3
> Cc1cccc2cc(CN(CCN3CCOCC3)C(=O)Nc3ccccc3F)c(=O)[nH]c12
  0.371, 0.183, 0.47, -0.307, i, 54.0, 5.0%, -0.14, 1411, 8.2, 566, -1.2, 1084, i, 17.2, -1.7%, 1.1, 1.7, 0.6
> CCOc1cc(/C=C2/N=C(c3ccc(C(C)(C)C)cc3)OC2=O)cc(Cl)c1OS(C)(=O)=O
  -0.189, -0.0301, 0.27, -0.876, i, 7.5, 7.2%, -0.36, 1257, /, /, -1.5, 921, i, 11.2, -1.7%, 5.4, 1.0, 4.4
> CSc1ccccc1C(=O)C1CCCN(Cc2cnn(-c3ccccc3)c2)C1 (stereo unspecified)
  2.47, -0.222, 1.66, -1.47, i, 57.3, -5.0%, -0.43, 1451, -20.8, 690, -0.6, 1133, i, 12.1, -0.6%, 3.8, 1.5, 6.6
> CCOC(=O)c1ccc2[nH]c3c(c2c1)CCCCC3=O
  -0.414, -0.195, -0.803, -0.381, i, 15.5, -2.3%, /, /, 4.5, 699, -0.3, 429, i, 5.5, -1.5%, 2.4, 1.4, 0.5
> CSc1nc(C)cc(Oc2ccccc2)n1
  0.515, -0.185, 0.762, -0.811, i, 48.0, -2.4%, 0.03, 1338, 11.4, 651, 0.1, 1511, i, 1.4, 0.2%, 7.1, 1.9, 5.7
> CCn1c(SCC(=O)N2CCN(c3ccc(F)cc3)CC2)nc2ccccc2c1=O
  0.291, -0.054, 0.565, -0.57, i, 7.9, -2.6%, -0.02, 1278, -16.6, 729, 1.1, 1090, i, -1.5, -3.4%, 2.0, 0.4, 50.6
> O=C(O)c1ccc(COCC(F)(F)F)cc1
  -0.701, -0.302, -0.326, 0.204, i, 32.2, -18.6%, -0.22, 1311, 10.2, 745, /, /, i, -10.2, -1.7%, 2.8, 0.4, 28.6
> O=C1CC(/C=C/c2ccc([N+](=O)[O-])cc2)=Nc2ccccc2N1
  -2.61, -0.119, -1.36, 0.919, i, 5.9, -2.0%, -0.2, 1032, -3.9, 749, 1.5, 1310, /, /, /, /, /, /
> O=C(CSc1nc(O)cc(=O)[nH]1)N1c2ccccc2Sc2ccccc21
  0.33, -0.211, 0.488, -0.064, i, 15.2, -1.7%, -0.68, 1463, 55.9*, 721*, -1.0, 1065, i, 0.2, 1.2%, /, /, /
> Cc1nc(SCC(=O)NC2CCCCC2)[nH]c(=O)c1C
  -0.552, -0.796, -0.492, 0.508, i, 26.6, 3.6%, 0.37, 826, -1.0, 616, -1.2, 1415, /, /, /, /, /, /
> [O-]/[N+](=C/c1ccc(F)cc1)c1ccc(Cl)cc1
  0.0647, -0.484, -0.0178, 0.757, i, 53.1, -3.3%, 0.21, 963, 18.5, 777, -2.4, 1188, i, -10.1, -2.2%, 1.3, 1.1, 4.9
> CCOc1nc2c(c(=O)n(C)c(=O)n2C)n1Cc1ccccc1Cl
  -0.382, -0.224, -0.059, 0.547, i, 9.5, -1.2%, -2.86, 1002, /, /, -13.9, 999, i, -2.0, -0.9%, 3.1, 2.3, 8.3
